# High-throughput results deposited in PubChem BioAssay by several laboratories.
# CAL PDZ FP-1 = CAL PDZ peptide-binding inhibitors, primary screen, biochemical, fluorescence polarization, Cer-tagged CAL PDZ, HTS. Golgi-associated PDZ and coiled-coil motif-containing protein (Homo sapiens), Q9HD26. purified CAL PDZ, TMR-peptide fluorescence polarization, 1 h. inhibition, % at 20 µM. 330,000 compounds, 0.02% hits. AID 504414, 2011;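 active = highest replicate inhibition of at least 40%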;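 note: plate controls were DMSO neutral control wells for no effect and unlabeled competitor peptide control wells for full effect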
#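 material = purified tagged CAL PDZ domain construct (CerCALP) | buffer or medium = sodium phosphate/NaCl buffer pH 7.4 with TCEP, IgG, Thesit | reagent = TMR-labelled reporter peptide T*-PRC34 bound in PDZ groove | incubation = 1 h room-temperature incubation prior to read | measured by = fluorescence polarization (mP) | evaluation = percent inhibition from loss of millipolarization | control set = unlabelled peptide and DMSO controls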
# LANA DNA inh = inhibitors of KSHV C-LANA binding to DNA, primary screen, biochemical, fluorescence polarization, FAM-LBS DNA, MBP-C-LANA, single point; inhibition, % at 9 µM; Kaposi's sarcoma herpesvirus LANA C-terminal domain (residues 932-1162) DNA binding; 340,000 compounds, 0.078% hits; AID 504423, 2011;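 active = highest replicate inhibition at or above 60% at 9 µM, even if other replicates fall short; inactive = all replicates below 60% inhibition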;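 note: 0% = neutral control wells and 100% = 4 µM acridine orange control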
# DAGLB inhibitor = DAGLB lipase inhibitors, primary screen, biochemical, fluorescence, HTS. HEK293T DAGLB membrane lysate, EnzChek fluorogenic substrate. inhibition, % at 5.17 µM. 340,000 compounds, 0.059% hits. AID 504411, 2011; in the data active = inhibition above about 34%;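 note: 0% = enzyme with vehicle and 100% = wells lacking enzyme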
# PKA-R2B act = activators of PKA-R2B holoenzyme, primary screen, biochemical, fluorescence polarization, Cy5-IP20, human; cAMP-dependent protein kinase catalytic subunit beta (Homo sapiens) + cAMP-dependent …; PKA-R2B holoenzyme dissociation; R2B truncated from residue 108, S112A mutant; 0% DMSO only, 100% 113 µM cGMP; activation, % at 11.4 µM; 340,000 compounds, 0.079% hits;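 active = activation above a cutoff set at the mean over all compounds plus 3 SD, cut at about 18% in these data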;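 note: higher means more holoenzyme dissociation and a rise in polarization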
# Target sequence (P31323 whole entry, looked up, other chains not shown, the tested form may be a part): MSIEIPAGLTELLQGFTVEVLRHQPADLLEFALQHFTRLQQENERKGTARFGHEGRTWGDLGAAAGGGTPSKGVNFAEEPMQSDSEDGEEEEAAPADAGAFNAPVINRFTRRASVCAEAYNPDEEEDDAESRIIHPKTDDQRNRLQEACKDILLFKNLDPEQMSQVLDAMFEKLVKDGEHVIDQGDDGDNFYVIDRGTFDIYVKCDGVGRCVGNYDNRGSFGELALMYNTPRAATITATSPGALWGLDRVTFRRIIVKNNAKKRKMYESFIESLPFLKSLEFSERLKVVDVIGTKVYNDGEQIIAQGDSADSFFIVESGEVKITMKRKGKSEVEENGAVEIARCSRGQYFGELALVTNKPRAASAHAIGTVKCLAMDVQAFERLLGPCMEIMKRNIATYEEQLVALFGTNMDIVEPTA
# Rtt109 HAT inh = inhibitors of C. albicans Rtt109/Vps75 HAT, primary screen, biochemical, ThioGlo CoA-SH fluorescence, plate reader; Histone acetyltransferase RTT109 (Candida albicans (strain SC5314 / ATCC MYA-2876)), …; purified Rtt109/Vps75, 4 h; inhibition, % at 34.9 µM; 330,000 compounds, 0.16% hits;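 active = inhibition of at least 50% in every replicate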
# RTF Ca sens act = cardiac RTF calcium sensitivity activators, primary screen, biochemical, IANBD-TnC fluorescence, EC20 calcium | IANBD-labeled TnC RTF fluorescence at EC20 calcium; 0% EC20 calcium, 100% full calcium | Troponin I, cardiac muscle (Homo sapiens) + Troponin T, cardiac muscle (Homo sapiens) + … | activation, % at 7.2 µM | 340,000 compounds, 0.24% hits;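 active = activation above the mean over all tested compounds plus 3 SD, cut at about 30% in these data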;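 note: rise in fluorescence read as greater calcium sensitivity of cardiac thin filaments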
# CAL PDZ FP-2 = untagged CAL PDZ binding inhibitors, primary screen, biochemical, fluorescence polarization, HTS. purified CAL PDZ, TMR-peptide fluorescence polarization, 1 h. AID 602252, 2012. inhibition, % at 24.9 µM. 300,000 compounds, 0.92% hits;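 active = mean inhibition of at least 30% with at least half of replicates also reaching 30%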;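 note: 0% = DMSO neutral control and 100% = excess unlabeled competitor peptide PRC23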
# Cardiac RTF inh = cardiac RTF calcium sensitivity inhibitors, primary screen, biochemical, IANBD-TnC fluorescence, EC70 calcium | Troponin I, cardiac muscle (Homo sapiens) + Troponin T, cardiac muscle (Homo sapiens) + … | IANBD-labeled cardiac RTF, Ca2+ fluorescence | inhibition, % at 7.15 µM | 340,000 compounds, 0.12% hits | AID 493244, 2011;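 active = inhibition above the mean inhibition of all tested compounds plus 3 SD, cut at about 17% in these data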;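 note: assay run at fixed EC70 calcium of 1.6 mM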
# SR-BI DiI-HDL act = activators of SR-BI mediated DiI-HDL uptake, primary screen, ldlA[mSR-BI] CHO cells, DiI fluorescence | 3 h; 100 = double the neutral-control signal | activation, % at 12.5 µM | 320,000 compounds, 0.096% hits;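 active = mean replicate activation of at least 60% and every replicate at or above 60%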;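 note: 0% = median plate neutral-control signal and 100% = twice that signal; values of inactives mirror those of a sister screen read the other way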
#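 system = CHO ldlA[mSR-BI] cells, LDL receptor-null, SR-BI overexpressing | medium = Ham's F12 with 0.5% BSA, HEPES 25 mM, pH 7.4 | probe or stimulus = DiI-HDL 10 µg/mL | compound dosing = single-point compound dose | incubation = compound exposure 3 h, 37 °C | technique = DiI fluorescence, bottom read | read-out = cell-associated DiI fluorescence as measure of HDL uptake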
# Keap1 Nrf2 FP = Keap1-Nrf2 protein-protein interaction inhibitors, primary screen, biochemical, fluorescence polarization, single point. 340,000 compounds, 0.15% hits. inhibition, % at 9.4 µM. Keap1 Kelch-Nrf2 peptide fluorescence polarization, 1536-well; in the data active = inhibition above about 12%;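 note: human Keap1 Kelch domain with fluorescein labeled Nrf2 9mer peptide probe; 0% = neutral control wells and 100% = peptide positive control; higher means more block of Keap1 binding to Nrf2 peptide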
# Target sequence (Q14145 whole entry, looked up, the tested form may be a part): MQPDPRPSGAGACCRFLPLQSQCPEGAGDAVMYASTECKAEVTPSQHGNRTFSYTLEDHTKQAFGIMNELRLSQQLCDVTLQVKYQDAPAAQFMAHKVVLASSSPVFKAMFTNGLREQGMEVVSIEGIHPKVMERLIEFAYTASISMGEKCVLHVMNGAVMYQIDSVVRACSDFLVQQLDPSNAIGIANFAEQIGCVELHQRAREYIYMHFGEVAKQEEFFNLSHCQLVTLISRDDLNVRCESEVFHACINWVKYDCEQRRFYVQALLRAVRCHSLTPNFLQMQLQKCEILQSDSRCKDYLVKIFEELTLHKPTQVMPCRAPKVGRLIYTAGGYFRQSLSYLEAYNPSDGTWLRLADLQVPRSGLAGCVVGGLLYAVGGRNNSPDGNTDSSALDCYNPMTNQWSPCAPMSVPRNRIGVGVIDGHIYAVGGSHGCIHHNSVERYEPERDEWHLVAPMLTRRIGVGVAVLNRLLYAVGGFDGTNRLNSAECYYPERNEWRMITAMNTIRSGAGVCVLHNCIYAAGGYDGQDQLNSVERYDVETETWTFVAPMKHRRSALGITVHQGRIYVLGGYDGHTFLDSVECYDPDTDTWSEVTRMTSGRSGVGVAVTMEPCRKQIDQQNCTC
# The depositor's hits bear a star; nt = no result given.
SMILES,CAL PDZ FP-1,LANA DNA inh,DAGLB inhibitor,PKA-R2B act,Rtt109 HAT inh,RTF Ca sens act,CAL PDZ FP-2,Cardiac RTF inh,SR-BI DiI-HDL act,Keap1 Nrf2 FP
Cc1ccc(NC(=O)C(=O)NCCCN2CCOCC2)c(C)c1,0.4,-0.1,0,1,-4,-3,nt,4,nt,0
O=C(NC1CCCC1)c1ccc(COCC(F)(F)F)o1,-1.3,0.6,-2,-13,3,-3,-6,-6,7,0
COC(=O)[C@@H]1CCCN1C(=O)CCc1nnc(C2CCCCC2)o1,-0.6,-1.5,-1,14,-10,1,1,-1,4,-1
O=C(Nc1cccc(F)c1)NC1(C(=O)N2CCN3CCCC3C2)CCCCC1 (stereo not given),-0.1,1.1,2,-5,1,-3,-3,2,31,-2
CCCCCCCCCOC(=O)C[n+]1csc(CCO)c1C,-0.8,-0.4,1,3,29,-3,-1,-3,nt,-2
COC(=O)COc1ccc(C2NC(=O)NC(C)=C2C(=O)NCc2ccccc2)cc1OC (stereo not given),0.3,0.6,1,-8,-2,-2,1,-12,2,-7
Cc1ccccc1NC(=O)Cc1nnc(SCC(=O)NC2=NCCS2)n1C,-0.1,-0.4,-4,-9,-3,-4,-1,-3,3,-2
Cc1cc(C)n(-c2ccc(C(=O)OCC(=O)NCc3ccco3)cc2)n1,nt,0.8,-4,10,2,5,40*,-4,-16,-3
COc1ccc(NC(=O)Nc2cccs2)cn1,nt,1.8,1,-3,10,1,6,-6,5,-4
Cc1nc2ccccc2cc1C(=O)NCc1ccco1,-1.2,-0.1,-5,-15,3,-3,nt,-8,0,-2
O=C(NCc1nc2ccccc2[nH]1)C1=C[C@H](c2coc3ccccc3c2=O)C[C@H](OCCCCO)O1,-0.3,-1.6,-9,-2,13,-4,-5,-7,30,0
COc1ccccc1CNS(=O)(=O)CCNCc1ccco1,-1.3,1.9,1,1,1,-1,3,-4,0,0
Cc1nc([N+](=O)[O-])cn1CC(=O)Nc1ccc2c(c1)OCO2,-2.0,0.2,-7,-1,-2,-8,-1,-2,22,0
O=C(c1ccncc1)N1N=C(c2ccc(Cl)cc2)CC1c1ccccc1O (stereo not given),-3.5,-1.3,0,4,6,-1,-3,-1,-82,-1
Cc1ccc(S(=O)(=O)N2CCC(C(=O)N[C@H](C(=O)NCc3ccco3)C(C)C)CC2)cc1,-3.1,0.4,3,-10,nt,6,-2,-5,20,-2
COc1nnc(-c2ccc(N3CCOCC3)c(NC(=O)c3ccco3)c2)c2ccccc12,-0.1,0.7,2,1,10,4,-1,-2,-16,-1
CCC(Oc1ccc(C)c(C)c1)C(=O)N1CCCN(C)CC1 (stereo not given),-2.8,0.3,3,-9,-19,-1,-3,-1,-3,-7
COc1cc2cc(C(=O)N3CCN(Cc4ccc5c(c4)OCO5)CC3)[nH]c2cc1OC,0.1,-0.7,8,-5,4,4,-6,-10,-4,-1
Nc1nonc1-n1nnc(C(=O)N/N=C/c2c(Cl)cccc2Cl)c1CN1CCOCC1,-1.5,-0.7,4,-1,10,2,2,-2,-17,2
O=C(NCc1cccnc1)/C(=C/c1ccc([N+](=O)[O-])cc1)NC(=O)c1ccccc1,-0.5,-0.9,-1,0,-19,-3,-4,-12,-2,-4
Cc1ccc(/C(O)=C2\C(=O)C(=O)N(C)C2c2ccc(F)cc2)cc1 (stereo not given),-0.4,0.1,-3,5,-11,0,-5,-9,23,0
COc1ccc(CCNC(=O)c2oc3ccccc3c2C)cc1,-1.3,1.6,-6,0,4,-3,-21,2,-26,3
Cn1c(=O)oc2cc(S(=O)(=O)NCCC(=O)Nc3ccc4c(c3)OCCO4)ccc21,-3.5,0.8,1,2,9,1,nt,-1,50,-1
Cc1ccc(CN2CCNC(=O)C2CC(=O)N(C)C2CCCCC2)o1 (stereo not given),-1.5,-7.7,-1,-11,nt,-4,-1,2,48,3
CC(C)N(NC(=O)c1cccc2ccccc12)C(C)C,0.2,2.6,-3,-6,5,10,7,9,2,-1
Cc1ccc(C)c(N2N=C(C(=O)Nc3cccc(S(=O)(=O)N4CCCCC4)c3)CCC2=O)c1,-0.7,4.0,-4,2,15,2,-4,1,-1,2
COC(C/C=C/[C@@H](O)COCc1ccccc1)OC,0.9,0.6,1,6,-9,-3,-4,-10,-8,-3
COCCCNC(=O)CSc1ccsc1[N+](=O)[O-],-2.2,1.1,1,-4,nt,0,-3,-3,-5,1
O=C(Cn1ccc(NC(=O)OCc2ccccc2)nc1=O)NCc1ccccn1,-0.4,-1.9,1,4,5,4,-5,14,16,-6
COc1ccc(CCNC(C)C(=O)Nc2ccc(S(N)(=O)=O)cc2)cc1 (stereo not given),-0.5,1.1,-3,-13,-3,-3,-2,-5,12,3
Cc1cccc(Nc2nnc(SCC(=O)Nc3cccc(S(=O)(=O)N4CCCCC4)c3)s2)c1,-1.4,2.9,-1,8,6,2,-1,-3,-40,4
CCCn1nc(C(=O)NNC(=O)CCCOc2ccc(C)cc2)c2ccccc2c1=O,-0.2,-1.8,1,8,-10,1,-1,-7,9,1
NC(=O)c1c(NC(=O)Cc2cccs2)sc2c1CCC2,0.8,-0.3,2,-4,-2,6,nt,-11,-40,-1
COc1ccc(NC(=O)CN(C)S(=O)(=O)c2cnc[nH]2)cc1OC,-2.0,-1.2,2,-6,-8,2,1,-8,8,-1
COc1ccc(OC)c(NC(=O)CCCC(=O)NC2CCCCC2)c1,0.0,3.9,1,-12,3,-5,0,4,2,-2
c1ccc(CCc2ccccc2-c2nc(-c3ccccn3)no2)cc1,0.4,7.8,-7,2,7,-8,1,0,-11,0
CC1=NNC(=O)C1C(c1ccc(F)cc1)C(C#N)C#N (stereo not given),-0.8,-1.5,-2,-6,-8,2,-4,-2,5,-2
CC(NC(=O)c1ccccc1NC(=O)c1ccco1)C(=O)O (stereo not given),-2.1,-1.0,2,-4,2,4,0,-2,3,1
Cc1ccccc1/C=N/NC(=O)c1ccc(-n2cnnn2)cc1,0.7,-1.5,0,-9,2,6,-3,3,-65,0
O=c1[nH]c2ccc(S(=O)(=O)N3CCN(C4CCCCC4)CC3)cc2[nH]c1=O,-1.3,1.1,0,-5,-1,-5,nt,-6,25,4
CN(C(=O)COC(=O)C12CC3CC(CC(C3)C1)C2)c1c(N)n(Cc2ccccc2)c(=O)[nH]c1=O,-0.7,1.6,2,12,1,-1,1,5,12,-4
Cc1ccc(C(=O)Nc2c[nH]c(=O)[nH]c2=O)cc1,-1.3,3.4,4,8,6,-1,nt,-7,35,3
CC[C@]12c3[nH]c4ccc(OC)cc4c3CCN1C(=O)C(CC(=O)NCc1ccco1)C[C@@H]2C(=O)N1CCN(C(=O)C2CC2)CC1 (stereo not given in full),-0.2,-1.4,2,0,2,-8,-4,-7,-4,-2
CC[C@H](C)[C@H](NC(=O)OCc1ccccc1)C(=O)OCC(=O)N1CCN(c2ccc(OC)cc2)CC1,1.1,0.0,0,-13,2,3,-4,-6,-33,-1
COc1ccccc1CNc1ncccn1,-0.4,1.9,-1,-5,1,-4,-4,2,4,1
CCOC(=O)C1(C)C=C(Nc2ccc(OC)cc2)C(=O)N1c1ccc(OC)cc1 (stereo not given),-0.3,-1.0,-1,2,-4,2,-4,1,18,-4
COCCN(C(=O)CNC(=O)c1cccs1)C(C(=O)NC1CCCCC1)c1ccco1 (stereo not given),-2.3,0.2,-1,0,9,0,2,-7,-4,-1
Fc1ccc(NC(=S)N2CCOCC2)c(F)c1,-3.2,-1.8,-1,5,-3,-3,-2,4,18,-1
Cc1ccc(CCNC(=O)CN(C)S(=O)(=O)c2ccc3c(c2)n(C)c(=O)c(=O)n3C)cc1,-0.8,0.5,-2,2,-6,-1,nt,-5,nt,-2
COc1ccc(CNC(=O)CCCn2ccc3cc(S(=O)(=O)N4CCCC4)ccc32)cc1,0.2,-2.2,3,-5,43,1,6,-1,-5,0
CN(CC(=O)NCCc1ccc(F)cc1)Cc1ccc(Br)cc1,-3.3,-0.2,0,1,0,-2,0,9,-10,-7
CCOc1ccc(CNC(=O)C2CCCN(S(C)(=O)=O)C2)cc1OC (stereo not given),-1.1,-0.3,-3,2,-6,12,7,-10,15,-2
O=C(Cn1c(=O)sc2ccccc21)Nc1ccccc1C(=O)O,nt,-0.5,4,-13,2,7,-4,-7,8,-3
COc1cccc(CN(C)CC(=O)Nc2c(C)cccc2C(C)C)c1,-2.2,0.5,-5,-8,10,0,0,2,11,-2
COc1ccc(F)cc1S(=O)(=O)NCc1cc(=O)n(C)c(=O)n1C,-0.8,-1.3,-1,1,-1,7,nt,-10,22,0
O=Cc1cn(CC(O)CN2CCCCC2)c2ccccc12 (stereo not given),-0.7,-0.7,1,0,-7,-2,-3,0,24,-2
Cc1cc(NC(=O)CSCC(=O)Nc2ccc(Cl)c(C(F)(F)F)c2)no1,-2.0,-1.4,1,-13,10,-9,0,-15,-8,-2
COCc1c(C(=O)OCC(=O)N2c3ccccc3NC(=O)C2(C)C)oc2ccccc12,0.2,-1.7,-4,8,-13,-3,-3,-2,-41,-3
NC(=O)NOCc1ccccc1,0.2,0.2,-2,-3,-12,-3,nt,5,26,-2
Cc1ccc(C)c(NS(=O)(=O)c2ccc3c(c2)NC(=O)CO3)c1,-0.9,-0.2,1,-10,17,-1,3,-5,6,-1
